Compound activity from PubChem BioAssay.
Rv3671c protease – inhibits the M. tuberculosis serine protease Rv3671c. P9WHR9. inhibition, % at 5.96 µM. 320,000 tested, 0.048% active. AID 2606; in the data active = inhibition above about 38%;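 also: extracellular domain of Rv3671c used as enzyme; 0% = enzyme with DMSO and 100% = no enzyme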
PfHsp40 yeast – rescue of PfHsp40-mediated yeast toxicity; S. cerevisiae expressing PfHsp40, growth rescue, ATP luminescence; growth rescue, % at 12.5 µM; 340,000 tested, 0.68% active; AID 504582; in the data active = growth rescue above about 28%, passing the limit was not always enough;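 also: yeast W303a lacking pdr1 and pdr3 grown in galactose medium; growth measured after three days at 30 °C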
3CLpro inhibitor – SARS-CoV 3CLpro protease inhibition; 290,000 tested, 0.14% active; recombinant SARS-CoV 3CLpro, quenched FRET peptide cleavage; inhibition, % at 6 µM; P0C6X7; in the data active = inhibition above about 12%
MazF activator – increases E. coli MazEF RNase cleavage of RNA. activation, % at 20 µM. 350,000 tested, 0.32% active. P0AE70. FAM/BHQ RNA-DNA oligo cleavage fluorescence, 5 h; in the data active = activation above about 50%
Target sequence (P0AE70 whole entry, looked up): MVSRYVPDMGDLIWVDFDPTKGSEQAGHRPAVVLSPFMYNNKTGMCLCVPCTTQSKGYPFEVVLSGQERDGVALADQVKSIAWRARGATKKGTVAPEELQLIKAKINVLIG
TcdB inh – inhibitors of Clostridioides difficile toxin B glycohydrolase; inhibition, % at 9.99 µM; 350,000 tested, 0.24% active; AID 652162; P18177; TcdB glycohydrolase enzymatic assay, plate reader; in the data active = inhibition above about 10%
DUSP3 inh – inhibitors of human VHR1 phosphatase (DUSP3). recombinant VHR phosphatase, pNPP absorbance. inhibition, % at 13.3 µM. P51452. 290,000 tested, 0.52% active; in the data active = inhibition above about 50%; also: some compounds called inactive have numbers as strong as hits
SSB-PriA inh – blocks PriA binding to SSB C-terminal tail; AlphaScreen SSBct-PriA binding, biotinylated peptide; inhibition, % at 33 µM; 430,000 tested, 0.6% active; AID 1272365; in the data active = inhibition mostly above about 37%, no sharp cut-off; inactive = mostly below about 20%;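 also: plate controls were negative control peptide for no effect and reference peptide for full effect; strong numbers were not always called active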
Anthrax LF inh2 – inhibitors of Bacillus anthracis lethal factor protease; inhibition, % at 10 µM; multiplex microsphere protease cleavage assay, LF; 360,000 tested, 0.12% active; AID 588501; in the data active = inhibition above about 30%; also: plate controls were buffer without enzyme for full effect and enzyme alone for no effect
Target sequence (P15917 whole entry, looked up): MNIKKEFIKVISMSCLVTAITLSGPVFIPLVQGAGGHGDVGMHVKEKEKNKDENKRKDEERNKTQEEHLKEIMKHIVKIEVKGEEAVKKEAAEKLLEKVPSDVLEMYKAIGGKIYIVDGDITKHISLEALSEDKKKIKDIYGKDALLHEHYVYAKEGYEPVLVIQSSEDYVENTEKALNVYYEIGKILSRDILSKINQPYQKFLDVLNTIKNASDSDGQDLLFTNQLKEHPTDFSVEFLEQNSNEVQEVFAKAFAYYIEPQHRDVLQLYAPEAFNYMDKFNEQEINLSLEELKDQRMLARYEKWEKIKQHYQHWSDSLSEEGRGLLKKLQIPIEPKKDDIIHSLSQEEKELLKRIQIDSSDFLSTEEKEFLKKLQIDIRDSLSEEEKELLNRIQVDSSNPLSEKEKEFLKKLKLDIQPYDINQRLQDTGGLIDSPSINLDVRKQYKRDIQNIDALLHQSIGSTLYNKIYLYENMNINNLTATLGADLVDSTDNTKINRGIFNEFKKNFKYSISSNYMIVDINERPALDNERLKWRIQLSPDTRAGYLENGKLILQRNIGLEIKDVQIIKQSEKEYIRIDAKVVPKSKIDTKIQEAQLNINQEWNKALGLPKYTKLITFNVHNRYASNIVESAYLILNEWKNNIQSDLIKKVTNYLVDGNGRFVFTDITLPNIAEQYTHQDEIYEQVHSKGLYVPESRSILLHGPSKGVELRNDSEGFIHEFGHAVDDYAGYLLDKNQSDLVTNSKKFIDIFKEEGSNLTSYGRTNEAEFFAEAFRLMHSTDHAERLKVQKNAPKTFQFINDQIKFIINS
Vc quorum ag – inducers of Vibrio cholerae quorum light production without autoinducers | V. cholerae BH1578 lux reporter, luminescence, 6 h | activation, % at 18.7 µM | 350,000 tested, 0.16% active | AID 588436; in the data active = activation mostly above about 9.7%, no sharp cut-off; also: not every result past the cut was called active; inactives centre near 0; reference of the scale not given here
Y pestis TopoI – blocks Yersinia pestis topoisomerase I activity | Y. pestis Topo-I cleavage product accumulation, plate reader | activity, % at 10 µM | 360,000 tested, 0.064% active | AID 504884; in the data active = activity above about 50%, passing the limit was not always enough; also: inactives centre near 2
* hit, by the source's call; i = inactive; · = not tested or not shown. An excerpt, so the mix of outcomes need not match the whole.

Structure,Anthrax LF inh2,Vc quorum ag,Y pestis TopoI,Rv3671c protease,PfHsp40 yeast,MazF activator,DUSP3 inh,3CLpro inhibitor,SSB-PriA inh,TcdB inh
Nc1c(S(=O)(=O)c2cccc(Cl)c2)c2nc3ccccc3nc2n1CCN1CCOCC1,-5,i,-3,2,0.5,-4,0,1,-13,·
CCOC(=O)CC1C(=O)NCCN1S(=O)(=O)c1ccc(C)cc1 (centres undefined),-7,-0.1,-2,2,-0.7,-1,-5,-3,-4,0.2
CCOC(=O)c1ccc(N2C(=O)CC(C3CCCO3)C2=O)cc1 (centres undefined),-6,-0.2,-7,-4,0.1,-3,14,0,-5,·
Cc1ccc(N(CC(=O)NCC2CCCO2)S(C)(=O)=O)cc1Cl (centres undefined),-4,i,2,3,-0.1,10,-9,-3,1,·
CC1(C(=O)NS(=O)(=O)c2ccc(C#N)cc2)CCN1C(=O)C1CCCCC1 (centres undefined),0,i,4,·,·,·,·,·,·,0.3
CC(=O)N1CCCC(c2cc(C(=O)Nc3ccccc3)no2)C1 (centres undefined),9,0.0,0,·,·,·,·,·,·,0.8
Cc1nn(Cc2ccccc2)c(C)c1C(=O)N1CCN(CC(=O)Nc2ccc(F)cc2)CC1,-2,-5.7,4,3,1.2,-3,·,·,-15,0.2
COc1cccc(-c2cc(C(=O)N3CCN(C(=O)c4ccco4)CC3)on2)c1,-2,-0.6,-3,2,0.4,-12,-3,-4,-2,0.4
COc1ccc(/C=C2\Sc3ccc(C(=O)NCCN4CCCCCC4)cc3N(C)C2=O)cc1,-2,0.5,-17,-7,-0.5,-7,-18,-2,28,0.2
COc1ccc(NC(=O)Nc2ccc(N(C)C)cc2)cc1,-14,i,-3,1,0.1,39,11,-1,40,·
COc1ccc(Cl)cc1C(=O)NNC(=O)c1nc2nc(C)cc(C)n2n1,-2,-4.3,5,4,-0.4,11,33,-2,-4,0.5
O=C1CN(C(=O)c2ccc(Br)o2)C(c2ccccc2)c2cc(F)ccc2N1 (centres undefined),1,-0.6,11,-4,-1.4,9,38,2,2,2.1
CCOc1ccccc1CN1CCCC(C(=O)c2ccc(OC)c(OC)c2)C1 (centres undefined),-9,3.8,7,5,0.3,-6,13,-1,-7,0.6
O=C(O)C1CCC(=O)N1C1CCCC1 (centres undefined),1,i,3,3,-0.3,-1,3,2,-10,·
CCCOP(=O)(c1ccc(N(C)C)cc1)C(O)c1cccnc1 (centres undefined),-1,i,8,-9,-0.3,-13,10,1,2,·
Cc1ccc(NC(=O)COc2coc(CN3CCN(Cc4ccccc4)CC3)cc2=O)cc1,2,i,-15,-1,0.2,-10,·,·,-19,0.2
Cc1ccc(CNC(=O)CCC(=O)Nc2nnc(C(C)C)s2)cc1,1,-0.1,7,2,-0.5,3,13,-2,-4,-0.2
Cc1onc(-c2c(F)cccc2Cl)c1C(=O)N1CCN(c2ncc(Br)cn2)CC1,-1,-0.4,31,7,-1.4,0,-15,4,-9,1.9
O=C(Cc1ccc(Br)cc1)Nc1cccc(S(=O)(=O)N2CCOCC2)c1,-1,i,-8,-10,0.2,-3,·,·,-5,3.4
CCC(=O)Nc1cccc(C(=O)/C=C/c2cccs2)c1,2,-0.4,-3,2,-1.1,3,-3,-3,-1,1.1
COC(=O)c1ccccc1S(=O)(=O)N1Cc2cc([N+](=O)[O-])ccc2Oc2ccccc21,-1,11,5,6,1.6,-5,20,3,13,·
Cc1ccc(OCCC(=O)NNC(=O)c2nn(C)c(=O)c3ccccc23)cc1,-4,i,2,-2,-0.1,3,·,·,7,0.2
C[C@H]([C@@H](O)[C@@H](O)[C@@H](C)C(C)(C)C)[C@H]1CC[C@H]2C3CC[C@H]4C[C@H](OS(=O)(=O)O)[C@@H](OS(=O)(=O)O)C[C@]4(C)[C@H]3CC[C@]12C (some centres undefined),8,-0.3,10,·,·,·,·,·,·,-0.1
Cc1ccc(N(CCC(=O)Nc2nnc(C3CC3)s2)S(=O)(=O)c2ccccc2)cc1,·,·,·,-17,·,·,-4,6,·,0.8
COC(=O)[C@@]12CCCCN1[C@H](c1ccc(-c3cccc(Cl)c3)cc1)[C@@H]1C(=O)N(C)C(=O)[C@@H]12,1,i,11,-4,-1.3,-1,·,·,-25,-0.1

Compounds shown so far that have an aryl methoxy group:
Structure,Anthrax LF inh2,Vc quorum ag,Y pestis TopoI,Rv3671c protease,PfHsp40 yeast,MazF activator,DUSP3 inh,3CLpro inhibitor,SSB-PriA inh,TcdB inh
COc1cccc(-c2cc(C(=O)N3CCN(C(=O)c4ccco4)CC3)on2)c1,-2,-0.6,-3,2,0.4,-12,-3,-4,-2,0.4
COc1ccc(/C=C2\Sc3ccc(C(=O)NCCN4CCCCCC4)cc3N(C)C2=O)cc1,-2,0.5,-17,-7,-0.5,-7,-18,-2,28,0.2
COc1ccc(NC(=O)Nc2ccc(N(C)C)cc2)cc1,-14,i,-3,1,0.1,39,11,-1,40,·
COc1ccc(Cl)cc1C(=O)NNC(=O)c1nc2nc(C)cc(C)n2n1,-2,-4.3,5,4,-0.4,11,33,-2,-4,0.5
CCOc1ccccc1CN1CCCC(C(=O)c2ccc(OC)c(OC)c2)C1 (centres undefined),-9,3.8,7,5,0.3,-6,13,-1,-7,0.6

(list continues)
Structure,Anthrax LF inh2,Vc quorum ag,Y pestis TopoI,Rv3671c protease,PfHsp40 yeast,MazF activator,DUSP3 inh,3CLpro inhibitor,SSB-PriA inh,TcdB inh
COc1ccc(N(C(=O)Cn2nnc(-c3ccc(Cl)cc3)n2)C(C(=O)NCC2CCCO2)c2ccncc2)cc1 (centres undefined),-2,-0.4,-5,-1,1.0,10,26,2,-22,-0.2
CCOC(=O)Cc1c(C)nc2c(-c3ccc(Cl)cc3)c[nH]n2c1=O,-7,i,-10,0,-1.1,-9,-6,-5,-15,·
CC(C)CC(=O)N1CCN(S(=O)(=O)c2ccccc2)CC1,-4,-0.4,-2,-5,-0.3,1,-17,3,-10,·
O=C(CC1C(=O)NCCN1CC1CCCCC1)NCc1ccc(Cl)cc1 (centres undefined),-1,i,15,-11,-0.2,4,30,0,-3,1.5
CSc1nc(N)c(C#N)c(-c2ccccc2Cl)c1C#N,1,·,0,-7,-0.1,-4,36,1,-18,·
Cn1c(CCc2ccccc2)nnc1SCC(=O)N1CCCC1,2,-0.5,0,-4,-0.4,16,-9,-4,-15,·
COc1ccc(-c2ncncc2-c2ccc(Cl)cc2)c(O)c1,0,-0.4,5,-3,7.7,0,36,7,11,2.7
Cc1ccc(NC(=O)Cc2nnc(SCC(=O)Nc3ccccc3)n2C)cc1,-2,i,6,3,0.7,-6,-7,6,2,·
COc1cc(SC)ccc1C(=O)OCC(=O)N1CCCC1,3,0.6,-7,-2,0.3,5,-23,0,6,2.3
CN1CCN(C(=O)CN(C)S(=O)(=O)c2ccc(F)cc2)CC1,-1,i,1,-1,-1.0,8,-8,2,1,0.9
N#C/C(=C/c1ccc(OCc2ccc(C(=O)O)cc2)c(Br)c1)c1cccc(F)c1,0,-0.1,-3,1,-0.3,-26,21,1,-6,-0.6
Cc1nnc(NC(=O)CCC(=O)N2CCC(C)CC2)s1,-1,-4.5,2,-9,0.0,1,18,9,-5,0.2
Cc1occc1C(=O)NNC(=S)NCc1ccc(Cl)cc1,4,1.9,-4,-2,-1.4,-19,25,5,6,1.7
CN(Cc1ccccc1)C(=O)c1ccc(NC(=O)Cc2cccc(NC(=O)C3CCN(C(=O)C4CCCC4)CC3)c2)cc1,5,2.0,6,-5,-0.1,-9,·,·,0,1.0
O=C(Nc1ccccc1Cl)N(Cc1nc2ccccc2c(=O)[nH]1)Cc1cccs1,-1,-0.2,4,7,-0.4,16,-20,3,-8,·
CCOc1ccc(NC(=O)CN(C)C(=O)c2cc(C)oc2C)cc1OCC,1,-1.5,-6,3,-0.6,4,·,·,10,0.5
Cc1nnc(NC(=O)c2csc3c2CCC(C)C3)s1 (centres undefined),0,0.4,1,8,-1.2,8,-9,3,-1,0.4
CN(Cc1ccccc1Cl)C(=O)c1cc2ccccc2o1,-2,-0.3,6,-1,4.8,-3,15,-6,-20,0.4
NC(=O)NC(=O)CC1S/C(=N/N=C/c2ccccc2)NC1=O (centres undefined),0,-0.5,9,7,0.8,3,29,5,·,1.1
COc1ccc(OC)c(NC(=O)CSc2ncccn2)c1,-6,-0.6,9,-5,0.4,3,-2,4,-4,·
O=C(Nc1sc2c(c1C(=O)NCC1CCCO1)CCCC2)c1cccs1 (centres undefined),-4,-0.4,-11,-13,-1.0,-5,20,-1,-51,0.8
Cc1ccc2oc3c(c(=O)c2c1)C(c1cccs1)N(CCCN(C)C)C3=O (centres undefined),-4,i,5,2,-0.2,11,-17,·,-7,·
CCN(CC)CCN1C(=O)C(=O)/C(=C(/O)c2ccncc2)C1c1ccccc1 (centres undefined),2,6.1,-1,1,0.8,6,10,1,·,·
O=C(N/N=C1/CC2C=CCC12)c1cccs1 (centres undefined),-2,i,2,·,0.2,-6,13,2,·,0.7
CCOC(=O)C1=C(CSCc2ccccc2)NC(=O)NC1c1cc(C)ccc1C (centres undefined),-2,-8.4,41,-3,0.5,-3,29,5,17,·
CCOc1ccc(S(=O)(=O)Nc2cc(S(=O)(=O)N3CCOCC3)ccc2OC)cc1,0,i,1,-4,0.1,2,·,·,-7,2.2
[N-]=[N+]=N[C@@H](CCN1CC[C@H](O)CCC1=O)c1ccccc1,-2,1.0,1,-4,-1.1,3,36,-3,5,1.4
Cc1ccc(NC(=S)N=Nc2c(O)n(C)c3ccc(S(=O)(=O)N4CCOCC4)cc23)cc1C,7,i,0,17,0.0,5,-14,2,3,·
COc1cc(OC)cc(OC(=O)C2CCN(C(=O)c3ccc(Cl)cc3)CC2)c1,-1,i,27,1,0.0,3,·,·,-13,-0.8
